GRK2 aptamer HTS: inhibitors of human GRK2 displacing RNA aptamer; P25098; bead flow cytometry, FAM-aptamer displacement from GRK2; inhibition of aptamer binding, % at 10 µM; 0.59% of 330,000 active; AID 488847;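 active means inhibition of aptamer binding above 40%, roughly 3 SD of noise, on plates passing a quality check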;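 further: median bead fluorescence of bound FAM aptamer so fluorescent compounds give negative values; no value below 0 was filed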
MCL1-BIM inh: disrupts human MCL1 binding to BIM-BH3 peptide; GST-MCL1 / FITC-Bim-BH3 fluorescence polarization; inhibition, % at 10.9 µM; 0.68% of 320,000 active;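 active means inhibition above the mean inhibition of all tested compounds plus 3 SD, set per campaign, cut at about 40% in these data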;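 further: 0% = DMSO wells and 100% = unlabeled Bim-BH3 peptide control; higher means more loss of mP so more displacement of Bim peptide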
Target sequence (Q07820 whole entry, looked up): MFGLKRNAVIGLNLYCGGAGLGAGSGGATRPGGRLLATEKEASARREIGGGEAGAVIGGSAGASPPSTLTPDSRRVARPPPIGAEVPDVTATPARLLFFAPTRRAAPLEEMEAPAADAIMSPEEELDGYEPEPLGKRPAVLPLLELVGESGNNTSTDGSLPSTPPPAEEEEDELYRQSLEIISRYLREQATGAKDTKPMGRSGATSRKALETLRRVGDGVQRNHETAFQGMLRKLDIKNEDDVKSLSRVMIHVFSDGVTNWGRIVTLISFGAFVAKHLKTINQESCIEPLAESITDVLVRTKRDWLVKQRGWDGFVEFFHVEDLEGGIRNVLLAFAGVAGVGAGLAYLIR
MEX-5 binding: C. elegans MEX-5 TCR-2 RNA binding activity. activity score (negative = inhibition of binding), % at 10 µM. 0.38% of 300,000 active. MEX-5/FITC-TCR2 RNA binding, fluorescence polarization; active compounds read low. Q9XUB2;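 active means inhibition past about -25% in most replicates, and total fluorescence under double the plate's negative control median, limit read from the data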;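 further: 0% = DMSO and -100% = 5 µM competing unlabeled TCR2 RNA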
BCLXL inh: inhibitors of human Bcl-xL; Q07817; GST-Bcl-xL / FITC-Bim BH3 peptide fluorescence polarization; inhibition, % at 10.9 µM; 0.7% of 320,000 active; AID 2129;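 active means inhibition above the mean of all tested compounds plus 3 SD, cutoff set per campaign, cut at about 30% in these data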;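 further: 0% = DMSO wells and 100% = unlabeled Bim-BH3 peptide competitor; inhibitors lower millipolarization by displacing the labeled peptide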
Target sequence (Q07817 whole entry, looked up): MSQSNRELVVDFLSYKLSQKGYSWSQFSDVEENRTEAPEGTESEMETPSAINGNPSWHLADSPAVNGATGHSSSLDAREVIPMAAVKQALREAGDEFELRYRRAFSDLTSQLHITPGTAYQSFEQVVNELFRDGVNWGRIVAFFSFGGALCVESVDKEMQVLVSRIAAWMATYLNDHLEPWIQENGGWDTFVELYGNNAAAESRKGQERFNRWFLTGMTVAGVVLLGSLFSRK
VLA-4 inh: inhibition in a human VLA-4 binding assay. P13612. VLA-4 expressing cells, ligand binding flow cytometry. inhibition, % (about 7 µM as worked out from the volumes in the protocol). 0.2% of 330,000 active. AID 2557; in the data active means inhibition above about 50%
PME-1 inh: PME-1 (human) inhibition; inhibition, % at 5.9 µM; Q9Y570; recombinant PME-1, FP-Rh probe fluorescence polarization; 0.53% of 320,000 active;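 active means inhibition above the campaign mean of all compounds plus 3 SD, cut at about 26% in these data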;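 further: competitive labeling of PME-1 active site by serine hydrolase directed probe; 0% = PME-1 with DMSO and 100% = wells lacking PME-1 enzyme; inhibitors block probe labeling so polarization falls and inhibition rises; many of its hits are not listed in these tables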
Target sequence (Q9Y570 whole entry, looked up): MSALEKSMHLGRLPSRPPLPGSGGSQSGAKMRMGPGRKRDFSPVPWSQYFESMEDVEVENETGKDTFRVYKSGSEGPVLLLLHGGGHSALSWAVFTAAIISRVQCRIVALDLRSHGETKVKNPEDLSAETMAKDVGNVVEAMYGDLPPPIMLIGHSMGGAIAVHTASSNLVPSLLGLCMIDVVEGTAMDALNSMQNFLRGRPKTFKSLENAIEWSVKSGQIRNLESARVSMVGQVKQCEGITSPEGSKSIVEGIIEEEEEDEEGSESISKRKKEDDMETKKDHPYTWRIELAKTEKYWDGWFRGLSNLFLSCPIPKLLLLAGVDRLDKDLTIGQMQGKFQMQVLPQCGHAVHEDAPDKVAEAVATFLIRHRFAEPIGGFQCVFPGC
Fam108B inh: Fam108B inhibition, counter-screen for RBBP9 inhibitors; recombinant Fam108B, FP-Rh probe fluorescence polarization; inhibition, % at 9.51 µM; 0.33% of 300,000 active; AID 1947;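 active means inhibition above the screen mean inhibition plus 3 SD, computed separately per campaign, cut at about 18% in these data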;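 further: inhibitors lower polarization as less probe binds the enzyme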
GLD-1 TGE inh: GLD-1-TGE RNA interaction inhibition (C. elegans); purified GLD-1 + fluorescein TGE RNA, fluorescence polarization; AID 2280; inhibition, % at 5.96 µM; 0.44% of 320,000 active;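 active means percent inhibition above a per-plate cutoff, the plate mean of test compounds plus 3 SD, cut at about 30% in these data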;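 further: 0% = DMSO wells with GLD-1 and probe and 100% = wells lacking GLD-1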
Efflux pump mplx: inhibitors of Candida antifungal efflux pumps expressed in yeast. 0.44% of 330,000 active. inhibition, % at 10 µM. S. cerevisiae Candida pump triplex, Nile Red efflux;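 active means plate passing quality check with inhibition over a set limit, or well fluorescence over plate mean plus 4 SD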;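 further: Nile Red retained in pooled yeast measured as flow cytometry median fluorescence; 0% = buffer negative control and 100% = Enniatin B positive control; higher means more Nile Red kept so more efflux inhibition; some compounds called inactive have numbers as strong as hits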
Starred values were filed as active, the others as inactive; . = not tested or not shown. An excerpt. The share of hits here may be higher or lower than overall.

SMILES | GRK2 aptamer HTS | MCL1-BIM inh | MEX-5 binding | BCLXL inh | VLA-4 inh | PME-1 inh | Fam108B inh | GLD-1 TGE inh | Efflux pump mplx
COc1ccc(CCC(=O)NNC(=S)Nc2cccc(C(C)=O)c2)cc1 | 2 | 8 | -1.8 | 2 | 9 | 4 | 5 | 1 | 0.1
COc1ccc(C(=O)Nc2ccnc(-c3cccnc3)n2)cc1 | 4 | -5 | -1.1 | 3 | -18 | -10 | 1 | 8 | -0.1
CCN(CC)CCn1c2ccccc2c2cnc(N)c(C#N)c21 | 6 | -5 | 0.6 | 5 | 2 | 2 | 0 | 2 | 0.1
COC(=O)CSc1nc(N)c(C#N)c(-c2ccc(O)cc2)c1C#N | 0 | 4 | -1.3 | 2 | 24 | -3 | -5 | 5 | -0.1
Cc1c(C(=O)NCc2ccccc2CN2CCCC2)oc2c(F)cccc12 | 0 | 2 | . | 1 | 9 | 3 | . | -7 | -0.1
Cc1cccc(C)c1NC1=NC2(CCCCC2)N=C(N)N1 | 1 | 3 | 2.3 | 0 | 11 | 1 | 1 | 6 | 0.1
COc1ccc(N2CCN(S(=O)(=O)CCNC(=O)C3CC3)CC2)cc1 | 0 | 3 | -1.8 | 1 | 0 | -1 | 2 | -1 | -0.2
Cc1ccc(S(=O)(=O)N2CCOCC2)cc1NC(=O)COC(=O)c1cccnc1Cl | 0 | 1 | -0.5 | 5 | 6 | 29* | 4 | 2 | 0.0
CCCN(CCC)S(=O)(=O)c1ccc(C(=O)N2CCN(C)CC2)cc1 | 0 | . | 0.2 | . | -9 | . | . | . | -0.1
COc1ccc(C(=O)NCC(=O)OCC(=O)c2ccc3c(c2)NC(=O)CO3)cc1 | 5 | -2 | -1.5 | -2 | 10 | -1 | -1 | 0 | 0.2
CCOC(=O)c1[nH]cnc1C(=O)Nc1cccc(Cl)c1 | 1 | 7 | 0.6 | 3 | 3 | -2 | 4 | 6 | -0.2
C/C(=N\OCC(=O)N/N=C/c1ccccc1)c1cccs1 | 0 | 1 | -2.3 | -4 | 14 | -2 | 2 | 2 | -0.3
COC(=O)Cc1cc(=O)n(-c2ccccc2)[nH]1 | 2 | -1 | -1.3 | 9 | -4 | 0 | 0 | 3 | -0.1
CCOc1ccc(C(=O)n2cc(C(=O)OC)c3ccccc32)cc1 | 1 | 4 | -0.7 | 0 | 3 | 1 | -3 | 1 | -0.1
CCN(CC)CCN1C(=O)C2C(C(=O)Nc3ccc(Br)cc3)C3C=CC2(O3)C1C(=O)NC1CCCCC1 (stereo not given) | 0 | 5 | -1.5 | 3 | 4 | 1 | -2 | 0 | 0.0
CCOc1ccc(C)cc1S(=O)(=O)n1ccnc1 | 1 | 8 | -0.1 | 8 | 6 | 0 | -3 | 8 | 0.1
O=C(NCCSc1c(-c2ccccc2)[nH]c2ccccc12)c1cc2ccccc2oc1=O | 0 | 7 | 1.4 | 2 | 9 | -5 | 2 | 3 | 0.1
O=C(Nc1c(Cl)cc(Cl)cc1-c1nc2ccccc2s1)c1ccc(Br)o1 | 1 | 1 | 0.4 | 2 | 11 | -19 | -13 | 1 | 0.0
CNC(=O)c1ccc(NC(=O)C2CCN(c3ncnc4sc(C)c(C)c34)CC2)cc1 | 3 | -14 | -1.0 | -3 | -9 | -5 | -6 | 2 | 0.1
Cc1cc(C)c2nc(-c3ccccn3)cc(C(=O)Nc3ccc(S(=O)(=O)Nc4cc(C)on4)cc3)c2c1 | 0 | 9 | 0.6 | 8 | 9 | -9 | -2 | 6 | -4.2
O=C(NCCC1=CCCCC1)C1CCN(S(=O)(=O)N2CCOCC2)CC1 | 2 | -8 | 1.2 | -2 | 4 | 0 | -4 | 0 | -0.3
CC1CCC(NC(=O)N(CCCl)N=O)CC1 (stereo not given) | 26 | 11 | 1.9 | 4 | 65* | 3 | 6 | 5 | 0.0
COc1ccc(-c2cc(-c3ccc(OC)c(OC)c3)n[nH]2)c(O)c1 | 5 | 6 | -2.0 | 0 | -10 | 11 | 20* | 9 | 0.0
COc1cccc(C2SCC(=O)N2c2ccc(C)cc2)c1OC (stereo not given) | 0 | -2 | 1.3 | 5 | 11 | 1 | -5 | 7 | 0.2
Cc1ccc(N2CCN(C(=O)c3ccccc3NC(=O)C3CC=CCC3C(=O)O)CC2)cc1 (stereo not given) | 4 | 9 | 0.9 | 5 | 2 | -1 | -7 | 5 | -0.1
SMILES | GRK2 aptamer HTS | MCL1-BIM inh | MEX-5 binding | BCLXL inh | VLA-4 inh | PME-1 inh | Fam108B inh | GLD-1 TGE inh | Efflux pump mplx
Cc1cccc2sc(NC(=O)c3cccc(S(=O)(=O)N4CCc5ccccc54)c3)nc12 | 1 | 5 | 1.0 | -3 | 20 | -6 | -6 | 2 | 0.2
CN1C(=O)/C(=C2\SC(=S)N(NC(=O)c3cccnc3)C2=O)c2ccccc21 | 0 | 25 | -1.9 | 28 | 7 | 0 | 0 | -4 | 0.1
C/C(CC(=O)Nc1ccc2c(c1)OCO2)=N\NC(=O)OC(C)(C)C | 0 | 3 | 0.3 | 3 | 16 | -4 | -4 | 5 | 0.0
CCOC(=O)Cc1csc(NC(=O)c2cc(=O)c3ccccc3o2)n1 | 1 | 6 | 2.1 | 5 | 12 | -2 | -3 | 2 | -0.2
COc1ccc(/C=C2\CCCC3C2=NC(=S)NC3c2ccc(OC)cc2)cc1 (stereo not given) | 0 | 3 | -1.4 | 5 | 2 | -4 | 1 | 0 | 0.2
COc1ccc(C(=O)N/N=C/c2ccc(OC(=O)c3ccccc3)cc2)cc1 | 0 | 0 | -0.7 | 2 | 15 | -6 | -3 | 6 | 0.2
Cc1c(C=O)c2ccccc2n1CC(=O)NCc1ccccc1 | 3 | 5 | -1.1 | -3 | 1 | -2 | 2 | -12 | 0.2
Cc1ccc(CNS(=O)(=O)c2ccc(C(C)(C)C)cc2)n1C | 0 | 5 | 1.4 | 6 | 21 | 6 | 2 | 1 | -0.1
O=C(N/N=C/c1ccncc1)c1cccc([N+](=O)[O-])c1 | 1 | 7 | -1.9 | 3 | 5 | -1 | -4 | 5 | 0.3
C=CCn1c(SCc2nc3ccccc3[nH]2)nnc1-c1cccc(OC)c1 | 0 | -9 | 1.3 | -12 | 3 | 7 | -1 | -6 | 0.1
CS(=O)(=O)c1ccc(Cl)c(NC(=O)COC(=O)c2ncc(Cl)c(Cl)c2Cl)c1 | 0 | 3 | 1.5 | 6 | -2 | 4 | 1 | 3 | -0.1
CC(=O)OC(C)(C)C1Cc2cc3ccc(=O)oc3cc2O1 (stereo not given) | 0 | -14 | 0.2 | -4 | 0 | -3 | -7 | 6 | -0.1
CC(C)(C)OC(=O)NNC(=S)NCc1ccc(Cl)cc1 | 1 | 11 | 2.4 | 8 | -6 | 4 | -7 | 6 | -0.1
Cn1c(=O)[nH]c(=O)c2c1nc(Br)n2Cc1ccccc1Cl | 2 | 3 | -1.8 | 6 | 18 | -2 | -7 | 6 | 0.0
Cc1[nH]c(=O)[nH]c(=O)c1S(=O)(=O)N1CCCC(C(=O)NCc2ccc3c(c2)OCO3)C1 (stereo not given) | 2 | 8 | 1.4 | 4 | -1 | 6 | -1 | 7 | 0.0
Cc1c(O)ccc2c3c(c(=O)oc12)CCC(C)C3 (stereo not given) | 1 | -4 | 0.3 | -4 | -20 | -2 | 0 | 8 | 0.1
CCN(Cc1ccncc1)C(=O)C1CCC(=O)N(Cc2ccc(Cl)cc2)C1 (stereo not given) | 4 | 8 | 1.8 | 3 | 2 | 6 | 2 | -1 | 0.2
C=CCN(C(=O)CCC(=O)O)C1CC(=O)N(c2ccc(OCCC)cc2)C1=O (stereo not given) | 2 | 0 | 1.2 | 6 | 3 | -2 | 6 | 0 | -0.3
Cc1ccc(-n2c(C)cc(/C=N/NC(=O)c3ccncc3)c2C)c(C)c1 | 0 | 5 | -0.2 | -1 | 20 | -2 | -1 | 7 | 0.0
Cn1c(=O)n(Cc2ccccc2)c(=O)c2c1nc1n2CCCN1CCc1ccccc1 | 1 | 0 | -2.9 | 6 | 15 | 10 | 2 | 8 | 0.0
COc1ccc(N2CCN(c3c(S(=O)(=O)c4ccccc4)cnc4ccc(OC)cc34)CC2)cc1 | 2 | 1 | -2.2 | 3 | 5 | 8 | 0 | 2 | -1.1
CCOC(=O)c1c(NC(=O)C2C3CCC(O3)C2C(=O)O)sc(C)c1-c1ccc(C)cc1 (stereo not given) | 0 | 3 | -2.7 | 9 | 24 | 1 | 0 | -1 | 0.1
O=C(CSc1ncnc2sccc12)Nc1ccccc1 | 1 | 1 | -0.5 | -2 | 1 | 0 | -3 | 2 | -0.1
O=C(/C=C/c1cccc(Cl)c1)NNC(=O)c1ccncc1 | 0 | -5 | . | -1 | -9 | -5 | . | -3 | -0.1
CC(NC(=O)C1CCC(C(=O)NC(C)c2ccccc2)CC1)c1ccccc1 (stereo not given) | 2 | -9 | -0.7 | 0 | 11 | -1 | -2 | 8 | -0.1
SMILES | GRK2 aptamer HTS | MCL1-BIM inh | MEX-5 binding | BCLXL inh | VLA-4 inh | PME-1 inh | Fam108B inh | GLD-1 TGE inh | Efflux pump mplx
CN1CCN(NC(=O)c2cn(-c3ccccc3)nc2-c2ccc(OC(F)F)cc2)CC1 | 0 | 5 | -0.6 | 8 | 7 | 4 | 2 | -2 | 0.0
CC1(C)CC=C(NNC(=O)c2cccnc2)C(=O)C1 | 3 | 16 | -12 | 14 | 23 | 0 | -4 | 67* | 0.2
COc1ccc(NC(=S)NC(=O)C2CCC2)cc1 | 3 | 3 | 2.0 | 1 | -9 | 1 | 1 | -3 | 0.2
COc1ccc(-c2cc([C@H]3[C@H]4C=CC[C@@H](C)[C@@H]4C(=O)N3Cc3ccccc3)ccc2F)cc1OC | 0 | -1 | -3.3 | 3 | 7 | 2 | -2 | 1 | 0.0
O=C(COc1ccccc1)N(CCc1ccccc1)c1nc(-c2ccc(F)cc2)cs1 | 3 | 6 | 0.1 | 5 | 1 | -8 | -6 | 6 | 0.4
COc1cc(S(=O)(=O)N2CCOCC2)ccc1NC(=O)COC(=O)COc1ccccc1 | 0 | 4 | 3.3 | 7 | 9 | 1 | -1 | -2 | -0.1

Not a retest: entries from further up.
SMILES | GRK2 aptamer HTS | MCL1-BIM inh | MEX-5 binding | BCLXL inh | VLA-4 inh | PME-1 inh | Fam108B inh | GLD-1 TGE inh | Efflux pump mplx
CC1(C)CC=C(NNC(=O)c2cccnc2)C(=O)C1 | 3 | 16 | -12 | 14 | 23 | 0 | -4 | 67* | 0.2
COc1ccc(NC(=S)NC(=O)C2CCC2)cc1 | 3 | 3 | 2.0 | 1 | -9 | 1 | 1 | -3 | 0.2
COc1ccc(-c2cc([C@H]3[C@H]4C=CC[C@@H](C)[C@@H]4C(=O)N3Cc3ccccc3)ccc2F)cc1OC | 0 | -1 | -3.3 | 3 | 7 | 2 | -2 | 1 | 0.0
O=C(COc1ccccc1)N(CCc1ccccc1)c1nc(-c2ccc(F)cc2)cs1 | 3 | 6 | 0.1 | 5 | 1 | -8 | -6 | 6 | 0.4

An excerpt from above in order of their number in MEX-5 binding, high to low:
smiles	MEX-5 binding
COc1cc(S(=O)(=O)N2CCOCC2)ccc1NC(=O)COC(=O)COc1ccccc1	3.3
COc1ccc(NC(=S)NC(=O)C2CCC2)cc1	2.0
CC1(C)CC=C(NNC(=O)c2cccnc2)C(=O)C1	-12

Screening data from PubChem BioAssay.
